Assay outcomes (PubChem BioAssay)
Rac1 wt modul: modulators of human Rac1 wildtype GTP binding | 190,000 tested, 0.27% active | GTP binding activity (% of control), % at 10 µM | P63000 | GST-Rac1 beads, fluorescent GTP binding, flow cytometry; actives lie on both sides; 0 = cold GTP competed, 100 = untreated | AID 757;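 active means GTP binding activity at least 20 points away from the 100% control level, either lower or higher; inconclusive means compound flagged as likely green fluorescent, judged across all proteins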
ABCG2 block: human ABCG2 inhibition, ABCB1 as counter-screen; Q9UNQ0; IgMXP3 cells, JC-1 efflux, flow cytometry; inhibition, % at 6.6 µM; 190,000 tested, 0.1% active;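 active means inhibition above 80%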;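 further: 0% = DMSO and 100% = nicardipine control wells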
Target sequence (Q9UNQ0 whole entry, looked up): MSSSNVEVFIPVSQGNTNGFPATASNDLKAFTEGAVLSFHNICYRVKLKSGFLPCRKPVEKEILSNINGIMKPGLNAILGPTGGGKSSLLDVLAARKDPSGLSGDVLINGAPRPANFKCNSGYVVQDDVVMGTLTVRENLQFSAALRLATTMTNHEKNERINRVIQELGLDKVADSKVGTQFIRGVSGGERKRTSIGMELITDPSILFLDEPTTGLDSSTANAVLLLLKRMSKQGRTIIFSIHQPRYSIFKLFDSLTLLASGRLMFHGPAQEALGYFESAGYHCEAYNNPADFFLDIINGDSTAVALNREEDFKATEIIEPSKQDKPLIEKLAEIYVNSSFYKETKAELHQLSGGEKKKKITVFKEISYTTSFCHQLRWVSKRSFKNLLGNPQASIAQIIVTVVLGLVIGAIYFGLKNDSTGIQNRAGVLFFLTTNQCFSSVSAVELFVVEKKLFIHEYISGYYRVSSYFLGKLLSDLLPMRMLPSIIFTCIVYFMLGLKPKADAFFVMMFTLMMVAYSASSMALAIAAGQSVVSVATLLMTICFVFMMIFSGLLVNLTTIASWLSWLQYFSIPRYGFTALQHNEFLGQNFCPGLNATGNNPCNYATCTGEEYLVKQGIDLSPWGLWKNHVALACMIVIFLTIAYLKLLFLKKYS
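Test system: IgMXP3 cells (ABCG2) mixed with DDAO far-red-labelled CCRF-Adr cells (ABCB1). Reagent: JC-1 transporter substrate. Compound dosing: single test compound dose, 6.6 µM final. Times: 10 min compound exposure, 25 °C. Detection: flow cytometry of retained JC-1 fluorescence. Read-out basis: efflux inhibition in percent versus controls. Controls: nicardipine and DMSO wells.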
Rac1 act GTP bind: modulators of GTP binding to human Rac1 activated mutant. GST-Rac1 activated beads, fluorescent GTP binding, flow cytometry; actives lie on both sides; 100% means binding = to untreated wells. percent activity (GTP binding), % at 10 µM. 190,000 tested, 0.11% active;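 active means GTP binding at least 20 percentage points away from the 100% baseline, in either direction, so actives lie on both sides; inconclusive means Compound likely fluorescent itself, or too few beads counted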
Pf gametocyte: inhibitors of late stage P. falciparum gametocyte viability. inhibition, % at 10.9 µM. P. falciparum stage V gametocytes, ATP luminescence, 24 h. 150,000 tested, 0.065% active;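 active means inhibition above the mean plus 3 SD of compounds within the control limits, set per campaign, cut at about 38% in these data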;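 further: 0% = DMSO wells and 100% = medium only without gametocytes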
Mcl1 Noxa PPI: disrupts binding of human Mcl-1 to Noxa peptide. 220,000 tested, 1.5% active. Q07820. TR-FRET Mcl-1/Noxa peptide binding, 2 h. AID 1022. inhibition, % at 21.7 µM;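 active means compounds that cut the protein-peptide binding signal by more than 50% relative to plate controls in a single-dose test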;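 further: His-tagged Mcl-1 with rhodamine Noxa BH3 peptide and terbium anti-His antibody; 0% = Mcl-1 plus Noxa peptide wells and 100% = peptide-only wells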
ABCB1 inh: blocks JC-1 efflux by human ABCB1 transporter. P08183. CCRF-Adr cells, flow cytometry. inhibition, % at 6.6 µM. 190,000 tested, 0.067% active; in the data active means inhibition above about 40%;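 further: 0% = vehicle and 100% = reference inhibitor; higher value means more JC-1 retained so stronger ABCB1 efflux block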
Rab2 wt GTP: changes GTP binding to wildtype dog Rab2A, up or down; AID 760; GTP binding activity, % at 10 µM; GST-Rab2 wt beads, Bodipy-GTP binding, flow cytometry; P61105; 190,000 tested, 0.19% active;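 active means GTP binding activity at least 20 points away from 100%, either lowered or raised; inconclusive means signal likely due to the compound's own green fluorescence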;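 further: 0% = beads with excess unlabeled GTP and 100% = no-compound control corrected for plate trend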
Cdc42 wt GTP: modulators (inhibitors or activators) of GTP binding to human Cdc42 wildtype | P60953 | GST-Cdc42 beads, Bodipy-GTP binding, flow cytometry; actives lie on both sides | percent activity (GTP binding), % at 10 µM | 190,000 tested, 0.2% active | AID 761;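 active means percent activity GTP binding at least 20 points away from the 100% baseline, either down as inhibitor or up as activator; inconclusive means compound flagged as likely green fluorescent from well-wide comparison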;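 further: median bead fluorescence of bound Bodipy-FL-GTP at 100 nM; 0% = excess unlabeled GTP control and 100% = no compound control; below 100% means less GTP binding so inhibitor and above means activator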
Target sequence (P60953 whole entry, looked up): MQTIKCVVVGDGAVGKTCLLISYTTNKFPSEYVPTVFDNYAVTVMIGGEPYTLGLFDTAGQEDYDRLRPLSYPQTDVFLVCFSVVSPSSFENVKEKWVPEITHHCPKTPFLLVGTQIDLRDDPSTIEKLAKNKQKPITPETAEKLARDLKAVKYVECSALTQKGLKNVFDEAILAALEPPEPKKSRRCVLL
Avidin bead fluor: avidin bead compound fluorescence profile; fluorescence (KMESF) at 10 µM; 220,000 tested, 0.38% active; Avidin beads, compound fluorescence 488/530 nm, flow cytometry; stronger effect = higher value; in the data active means fluorescence above about 47; further: inactives centre near 10
HRas wt GTP bind: human HRas wildtype GTP binding, change in either direction; P01112; GTP binding activity, % at 10 µM; 190,000 tested, 0.14% active; GST-Ras wt beads, Bodipy-FL-GTP binding, flow cytometry; actives lie on both sides;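 active means GTP binding activity at least 20% away from the 100% baseline, either lowered as inhibitor or raised as activator; inconclusive means flagged as likely green fluorescent, judged across all proteins in the well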;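 further: 0% = unlabeled GTP competition control and 100% = no-compound control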
Target sequence (P01112 whole entry, looked up): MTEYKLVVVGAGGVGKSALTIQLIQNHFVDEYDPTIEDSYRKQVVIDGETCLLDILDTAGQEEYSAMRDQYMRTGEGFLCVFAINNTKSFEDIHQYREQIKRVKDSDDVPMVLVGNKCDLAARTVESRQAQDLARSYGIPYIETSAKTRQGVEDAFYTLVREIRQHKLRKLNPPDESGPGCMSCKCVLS
Rab7 wt modul: dog Rab7 wildtype GTP binding, inhibitors and activators | GST-Rab7 beads, fluorescent GTP binding, flow cytometry; actives lie on both sides; untreated = 100%, excess cold GTP = 0% | GTP binding activity (percent of control), % at 10 µM | 190,000 tested, 0.055% active | AID 758;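 active means fluorescent GTP binding to Rab7 beads changed by at least 20 points from the 100% baseline, either direction, mostly lower; inconclusive means compound itself probably fluorescent, or too few beads counted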;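 further: median green fluorescence of bound Bodipy-FL-GTP per Rab7 bead population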
The depositor's hits bear a star; u = inconclusive; x = no result given.

Second line of a record – Mcl1 Noxa PPI	Rac1 act GTP bind	HRas wt GTP bind	Rac1 wt modul	Rab2 wt GTP	Avidin bead fluor	Cdc42 wt GTP	Pf gametocyte	ABCB1 inh	ABCG2 block	Rab7 wt modul
Cc1cccc(Nc2ccccc2C(=O)NCc2ccco2)c1C
    0	90	94	92	92	26	92	x	0.2	0	94
CC1=CC(=O)c2c(O)ccc(O)c2C1=O
    96*	83	84	85	86	2	84	x	7.7	1	87
CCCS(=O)(=O)c1c(S(=O)(=O)CCC)c2c(N)cccn2c1C(=O)OC
    5	95	96	95	97	11	97	5	0.8	4	96
CCN1CCc2nc(N)sc2C1
    14	94	99	94	97	8	94	x	0.0	1	107
CCOC(=O)c1c(NC(=O)CSc2nnc(C)s2)sc2c1CCN(C)C2
    68*	95	100	98	96	16	98	-3	0.4	5	101
CC1CCC2(CC1)NC(=O)N(CC(=O)Nc1ccc(N3CCOCC3)cc1)C2=O (stereo unspecified)
    37	96	97	101	96	11	100	2	0.4	10	99
O=C1CC(C(=O)Nc2cccc3ccccc23)C2(CCCC2)O1 (stereo unspecified)
    25	95	96	98	95	32	95	x	0.1	0	98
O=C(NCCCCC(NC(=O)c1ccc([N+](=O)[O-])cc1)C(=O)O)c1ccc([N+](=O)[O-])cc1 (stereo unspecified)
    11	96	100	97	102	13	99	x	0.2	0	96
COc1cc(NC(=O)CSc2ccc3c(c2)OCCO3)cc(OC)c1OC
    13	98	100	101	100	38	100	-3	0.1	0	101
COC(=O)c1ccc(N/C=C\C(=O)c2ccc3c(c2)OCO3)cc1
    -18	95	99	97	98	8	99	18	-0.3	1	103
COc1ccc(NS(=O)(=O)c2ccc3c(c2)NC(=O)CO3)cc1
    -10	95	94	93	94	10	96	-17	-0.1	-1	89
COc1ccc2cc(CN(Cc3cccnc3)S(=O)(=O)c3ccccc3)c(=O)[nH]c2c1
    6	101	104	102	101	26	106	x	1.1	5	99
O=C(c1cccs1)N1CCC(C(=O)N2CCN(Cc3ccc4c(c3)OCO4)CC2)CC1
    14	95	97	97	97	12	96	21	0.4	0	101
O=C(Nc1ccccc1)NC1(C(=O)N2CCN(c3ncccn3)CC2)CCCCC1
    5	104	105	114	105	8	107	x	0.4	3	105
COc1cc2c(cc1OC)-c1cc3ccc4c(c3c[n+]1CC2)OCO4
    -185	97	94	98	94	9	95	11	0.3	10	99
CCc1nc(N2CCC3(CC2)OCCO3)c2nnn(Cc3ccccc3Cl)c2n1
    4	99	102	102	99	15	104	x	0.4	2	99
COc1ccc(Cn2nnnc2CN2CCc3ccccc3C2)cc1
    18	101	99	103	102	42	101	x	0.7	2	100
O=C(CCNC(=O)c1ccco1)Nc1cccc(Br)c1
    8	94	96	97	98	8	96	2	0.6	3	94
O=[N+]([O-])c1ccc(O)c(/C=N/Nc2nn[nH]n2)c1
    2	93	96	94	93	10	95	17	0.7	3	100
COC(=O)C1=C(C)Nc2ncnn2C1c1ccccn1 (stereo unspecified)
    -4	100	100	105	99	14	99	-29	1.4	1	99
Cc1c(Cl)cccc1NC(=O)CC1NCCNC1=O (stereo unspecified)
    -7	94	98	95	95	37	94	x	0.1	0	97
COc1cccc(OC)c1C(=O)NCCSC1CCCCC1
    10	96	98	104	100	7	100	14	0.7	1	100
Cc1cccnc1CN1CCN(C(=O)CCc2nnc(CCc3ccccc3)o2)CC1
    5	99	102	106	100	12	98	5	0.1	0	104
CC1CCN(CCOc2ccccc2-c2ccccc2)CC1
    19	103	103	106	103	6	102	x	0.2	1	100
COc1ccc2c(c1)CC/C(=C/c1ccco1)C2=O
    27	97	99	101	97	7	99	-20	2.5	24	97
COCCn1c(-c2ccccc2Cl)nc2c(c(=O)c3ccccc3n2C)c1=O
    9	99	97	102	98	4	101	2	2.5	9	99
COc1cc2c3nnc(-c4ccc(F)cc4)c-3cn(Cc3ccccc3F)c2cc1OC
    -92	98	100	101	98	24	100	5	-0.2	0	101
Cc1cccc(Oc2cc(N)cc([N+](=O)[O-])c2)c1
    6	92	98	100	97	10	95	-1	0.4	0	96
Oc1ccc(-c2n[nH]c(C(F)(F)F)c2-c2ccccc2)c(O)c1
    20	94	95	100	97	2	95	-12	0.8	7	104
O=C(CSc1ncn[nH]1)Nc1ncc(C(F)(F)F)cc1Cl
    -9	96	98	100	97	11	99	-3	0.7	8	99
Cc1cccc(C)c1NC(=O)C1(N(C(=O)c2ccccn2)c2ccc(O)cc2)CCCCC1
    -20	97	100	103	102	12	100	6	0.1	0	103
COc1cccc2cccc(/C=N/n3cnnc3)c12
    11	96	96	99	95	25	96	-16	0.3	4	96
CCOC(=O)c1cnc(SCc2ccc(C(C)(C)C)cc2)nc1N
    -1	101	100	105	100	9	102	1	0.9	5	96
O=c1[nH]c(CSc2nnnn2-c2ccccc2)nc2ccccc12
    -3	95	95	95	98	8	94	27	-0.2	7	100
CC1(C)CC(=O)C=C(NCc2cccnc2)C1
    -3	102	101	104	103	4	105	x	-0.3	-1	90
O=C(O)c1ccc2c(c1)C(c1ccccc1)OC2=O (stereo unspecified)
    -55	100	101	104	102	10	104	9	0.2	7	100
O=C(OCC(=O)N1CCCCCC1)c1ccc(Cl)c(S(=O)(=O)N2CCCC2)c1
    14	97	97	98	98	11	98	1	0.8	3	97
Cc1nnsc1S(=O)(=O)Cc1ccccc1Cl
    24	u	u	u	u	6	u	21	1.3	3	u
Cc1cccc(C(CC(=O)NCc2ccco2)c2ccccc2)c1O (stereo unspecified)
    13	94	97	97	96	11	96	0	0.5	5	99
Cc1ccc(C)c2sc(NC(=O)c3ccc(N4CCCCC4)c([N+](=O)[O-])c3)nc12
    23	102	101	108	103	12	101	5	-0.8	-7	101
CCn1c(C(C#N)/C(=N\S(=O)(=O)c2cccs2)c2ccccc2)nc2ccccc21 (stereo unspecified)
    -44	96	98	97	98	42	97	x	0.3	1	100
COCCn1c(SCC(=O)NC(=O)NC(C)(C)C)nc2ccccc21
    15	95	95	97	93	8	96	x	0.4	1	89
CC(=O)Oc1ccc(/C=N/NS(=O)(=O)c2ccccc2)cc1
    5	93	96	100	99	5	94	-8	-0.1	2	111
CN1CC=C2C(C#N)=C(N)C(C#N)(C#N)C(CCc3ccccc3)C2C1 (stereo unspecified)
    1	96	98	100	99	3	100	x	0.5	1	98
CC1CN(CC(O)COC(c2ccccc2)c2ccccc2)CC(C)O1 (stereo unspecified)
    -1	99	101	102	100	14	102	-13	0.8	3	98
O=c1oc(-c2cccs2)nc2sc3c(c12)CCC3
    x	92	91	87	91	8	90	x	-0.1	0	92
CN(CCO)c1cc(NCCCN2CCC(Cc3ccccc3)CC2)c2nonc2c1[N+](=O)[O-]
    9	97	97	100	99	25	99	21	0.5	1	94
COc1ccc(N2C(=O)C3C(c4ccc(OC)cc4O)NC(Cc4ccccc4)(C(=O)O)C3C2=O)cc1 (stereo unspecified)
    26	93	91	96	91	16	93	-6	0.3	2	94
CC(C)NC(=O)NC(=O)CSc1nnc(-c2ccccc2F)n1N
    -1	97	98	98	97	27	98	-6	-0.2	0	99
CC(Oc1ccccc1)C(=O)NC1CC(C)(C)NC(C)(C)C1 (stereo unspecified)
    -17	98	99	98	101	10	99	x	0.6	1	100
Cc1ccc(S(=O)(=O)N2C(=O)CCC2C(=O)Nn2cnnc2)cc1 (stereo unspecified)
    31	92	96	93	92	9	97	23	0.5	1	97
COc1ccc(S(=O)(=O)NCc2ccccn2)c(Cl)c1Cl
    -10	96	101	97	99	15	99	-41	0.8	6	97
O=C(CNC(=O)c1ccccc1)NC1(C(=O)NC2CCCCC2)CCCCC1
    11	97	98	97	97	13	95	0	0.6	1	103
COc1ccc(S(=O)(=O)N(CC(=O)NCc2ccco2)c2ccccc2)cc1
    15	95	98	96	98	12	99	5	0.2	3	97
COc1ccc(C(=O)Nn2c(SCC(=O)N3CCC(C)CC3)nc3ccccc3c2=O)cc1
    9	93	95	92	95	35	95	-26	1.3	2	96
CC(C)N1C(=S)SC(C)(C)C1n1oc(=O)n(-c2cccc(Cl)c2)c1=O (stereo unspecified)
    2	96	97	98	96	3	98	-3	0.4	0	98
Cc1ccc(S(=O)(=O)Nc2cc(Cl)c(O)cc2C)cc1
    1	99	101	105	101	13	101	-10	0.2	1	97
CS(=O)(=O)N(CC(=O)NCc1ccncc1)C1CCCCC1
    -2	95	97	98	98	11	97	23	0.1	0	100
CCOC(=O)c1c(C)[nH]c2cc(Br)c(OC)cc12
    22	97	99	101	100	8	100	10	0.5	7	102
CCSc1nnc(-c2cccnc2)n1-c1ccc(Cl)c(C)c1
    2	97	99	103	100	11	100	x	1.8	10	103

Later entries.
Second line of a record – Mcl1 Noxa PPI	Rac1 act GTP bind	HRas wt GTP bind	Rac1 wt modul	Rab2 wt GTP	Avidin bead fluor	Cdc42 wt GTP	Pf gametocyte	ABCB1 inh	ABCG2 block	Rab7 wt modul
Cc1ccc(C(c2nnnn2C(C)(C)C)N2CCC(C)CC2)cc1 (stereo unspecified)
    -16	103	107	107	105	7	104	x	0.6	3	101
O=C(N/N=C/c1ccco1)c1cc(-c2cccc(Br)c2)nc2ccccc12
    5	101	99	100	98	6	101	x	0.6	1	96
COCCCNC(=O)CSC1=Nc2ccccc2C2=NC(CC(=O)NCc3ccccc3)C(=O)N12 (stereo unspecified)
    1	96	97	97	96	28	100	x	0.6	1	93
COc1ccc(CCNC(=O)CC2COc3ccccc3O2)cc1OC (stereo unspecified)
    -1	96	101	104	98	48*	103	x	2.1	60	102
CCN(CC)C(=O)c1sc2nc(-c3ccc(OC)cc3)cn2c1C
    3	100	100	105	99	6	104	19	1.0	28	103
COCCNC(=O)Cn1nc(C)c2ccccc2c1=O
    1	101	99	99	100	13	100	-1	0.6	2	99
O=S(=O)(Nc1ccc(S(=O)(=O)N2CCCCCC2)cc1)c1cccs1
    -8	96	97	103	100	17	99	21	-1.6	-38	101
COc1ccc(C(=O)c2ccccc2Cl)cc1OC
    20	97	95	102	97	7	97	1	0.9	3	97
COc1ccc(/C=C(\C#N)C(=O)OCC(=O)Nc2c(C)cccc2C)cc1
    10	102	101	103	102	12	101	9	-0.3	-2	101
